Bioassay records deposited in PubChem by several laboratories.
TRPC4 potent: positive allosteric modulators of TRPC4, primary screen, cell-based, mouse TRPC4beta, HEK293 mu-opioid, Fluo-4 calcium; Short transient receptor potential channel 4 (Mus musculus), Q9QUQ5; DAMGO EC20, Fluo-4 Ca2+ flux; stronger effect = higher value; B-score at 10 µM; actives 0.42% (n = 310,000);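 active = B-score of calcium response area above 5 SD of library B-scores, with initial fluorescence ratio within 5 SD of library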;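 note: B-score of integrated fluorescence ratio over time as area under calcium response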
Target sequence (Q9QUQ5 whole entry, looked up): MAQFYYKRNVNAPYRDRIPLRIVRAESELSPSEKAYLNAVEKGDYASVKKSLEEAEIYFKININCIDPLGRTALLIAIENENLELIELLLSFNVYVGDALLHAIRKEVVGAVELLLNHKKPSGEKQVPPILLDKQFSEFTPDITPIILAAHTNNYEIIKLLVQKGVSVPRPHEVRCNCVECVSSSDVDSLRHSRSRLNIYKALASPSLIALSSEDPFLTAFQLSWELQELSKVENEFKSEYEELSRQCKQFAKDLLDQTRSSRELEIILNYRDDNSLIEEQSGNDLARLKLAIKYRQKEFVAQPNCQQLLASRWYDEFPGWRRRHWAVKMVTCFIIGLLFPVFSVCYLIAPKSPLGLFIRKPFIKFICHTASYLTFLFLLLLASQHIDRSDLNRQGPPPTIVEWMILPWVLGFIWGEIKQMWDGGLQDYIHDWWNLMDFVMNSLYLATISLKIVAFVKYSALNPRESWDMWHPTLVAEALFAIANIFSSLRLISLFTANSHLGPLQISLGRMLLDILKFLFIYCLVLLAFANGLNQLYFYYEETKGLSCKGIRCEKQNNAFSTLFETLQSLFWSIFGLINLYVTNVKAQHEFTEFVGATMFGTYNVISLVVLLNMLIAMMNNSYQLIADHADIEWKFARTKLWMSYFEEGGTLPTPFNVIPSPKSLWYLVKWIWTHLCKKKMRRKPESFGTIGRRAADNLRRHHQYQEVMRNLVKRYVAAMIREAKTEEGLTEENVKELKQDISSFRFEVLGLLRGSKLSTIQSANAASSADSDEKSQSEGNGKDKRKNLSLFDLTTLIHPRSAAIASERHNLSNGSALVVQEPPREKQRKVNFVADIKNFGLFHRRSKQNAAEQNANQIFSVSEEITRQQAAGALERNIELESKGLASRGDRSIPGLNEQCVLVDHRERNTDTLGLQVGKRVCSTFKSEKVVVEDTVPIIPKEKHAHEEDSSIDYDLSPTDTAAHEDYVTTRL
KCNK3 inh: human KCNK3 channel inhibitors, primary screen, CHO cells, FluxOR thallium flux, B-score. Potassium channel subfamily K member 3 (Homo sapiens), O14649. FluxOR fluorescence; stronger effect = lower value. B-score at 10 µM. actives 0.84% (n = 340,000);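 active = B-score under library mean minus 4 SD, starting fluorescence ratio at most library mean plus 5 SD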;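 note: more negative B-score means stronger inhibition of thallium flux through KCNK3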
TMEM16A act: TMEM16A chloride channel activators or potentiators, primary screen, cell-based, HTS. actives 0.3% (n = 340,000). AID 623877, 2012. HEK293 TMEM16A/YFP-H148Q/I152L, iodide quench fluorescence; stronger effect = lower value. B-score at 10 µM. Anoctamin-1 (Mus musculus), Q8BHY3;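 active = fluorescence-ratio B-score plate-corrected deviation score at least 3 library SD below zero, with starting fluorescence score within 5 deviations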;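 note: channel opened by trigger with iodide after compound preincubation; score built on the fluorescence ratio of max minus min over baseline; more negative score means more quench and so TMEM16A activation or potentiation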
ANO1 block: TMEM16A chloride channel inhibitors, primary screen, cell-based, HTS. AID 588511, 2011. Anoctamin-1 (Mus musculus), Q8BHY3. actives 1.2% (n = 310,000). normalized B-score (activity score, 25-100; higher = stronger inhibition) at 10 µM. HEK293 TMEM16A/YFP iodide influx fluorescence, ionomycin;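 active = ratio plate-corrected score three or more library SD toward inhibition, starting fluorescence score within five deviations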;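 note: score derived from kinetic fluorescence span divided by baseline fluorescence per well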
KCNQ1 inh: inhibitors of human KCNQ1 channel, primary screen, cell-based, thallium flux, high-throughput; Potassium voltage-gated channel subfamily KQT member 1 (Homo sapiens), P51787; CHO-K1 KCNQ1, FluxOR thallium flux fluorescence; stronger effect = higher value; B-score at 10 µM; actives 1.3% (n = 310,000);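 active = compounds whose thallium flux B-score, printed positive for inhibition, exceeds three library SD while starting fluorescence stays within three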;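 note: channel opened by potassium depolarization with thallium stimulus after 20 min compound exposure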
DYRK1A inh: rat Dyrk1A kinase inhibitors, primary screen, biochemical, single point, plate reader. Dual specificity tyrosine-phosphorylation-regulated kinase 1A (Rattus norvegicus), Q63470. ADP-Glo luminescence, NFATc1 peptide. inhibition, % at 12.5 µM. actives 0.43% (n = 310,000); in the data active = inhibition above about 50%;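 note: plate controls were vehicle with enzyme for no effect and no enzyme for full effect; many of its hits are not listed in these tables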
KCNK9 inh: KCNK9 potassium channel inhibitors, primary screen, HEK293 cells, thallium flux. Potassium channel subfamily K member 9 (Homo sapiens), Q9NPC2. FluxOR thallium flux fluorescence; stronger effect = lower value. B-score at 10 µM. actives 1.2% (n = 310,000);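 active = ratio B-score over 3 SD below the library mean, with starting fluorescence within 5 SD of its mean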;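 note: negative B-score means less thallium flux so channel inhibition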
HDAC3 inh: HDAC3 deacetylase inhibitors, primary screen, biochemical, fluorescence, cell-free homogeneous. Histone deacetylase 3 (Homo sapiens), O15379. recombinant HDAC3, fluorogenic peptide/trypsin coupled. inhibition, % at 8.3 µM. actives 0.15% (n = 320,000); in the data active = inhibition above about 26%, passing the limit was not always enough; inconclusive = no clear call, values can overlap the other calls
KCNQ1 pot: potentiators or activators of KCNQ1 channel, primary screen, cell-based, thallium flux, high-throughput; Potassium voltage-gated channel subfamily KQT member 1 (Homo sapiens), P51787; CHO-K1 KCNQ1, thallium flux FluxOR fluorescence; stronger effect = higher value; B-score at 10 µM; actives 0.35% (n = 310,000); AID 2648, 2010;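 active = fluorescence ratio B-score, a plate-corrected score, at least three library SD, with initial intensity B-score within 5 SD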
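System: Stable KCNQ1 CHO-K1 line | Incubation: 90 min dye loading and 20 min compound exposure, both at room temperature | Measure: Ratio B score | Medium: Assay buffer for compound exposure, DMSO matched across wells | Compound dosing: Single-concentration screen | Probe or stimulus: K+/Tl+ depolarizing stimulus | Measured by: Kinetic FluxOR fluorescence, 10 s baseline plus 110 s post-stimulus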
TRPC4 act: activators of mouse TRPC4 channel, primary screen, Fluo4 calcium, HEK293 TRPC4beta/mu-opioid cells; Short transient receptor potential channel 4 (Mus musculus), Q9QUQ5; Fluo4 calcium fluorescence; stronger effect = higher value; B-score at 10 µM; actives 0.49% (n = 310,000); AID 2237, 2010;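 active = B-score above 5 SD of library B-scores, and initial fluorescence ratio not above library mean plus 5 SD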;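 note: positive B-score marks a calcium rise read as TRPC4 activation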
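Assay system: HEK293 stable line with TRPC4beta plus mu-opioid receptor; schedule: 45 min room-temperature Fluo4 loading, 110 s read; technique: kinetic Fluo4 calcium fluorescence; evaluation: integrated baseline-normalised fluorescence ratio, converted to per-well B score; controls: buffer (low) and maximal DAMGO (high)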
hERG rescue: hERG rescue from dofetilide block, primary screen, cell-based, CHO-hERG, FluxOR thallium flux, dofetilide IC70. dofetilide IC70 present. activation (rescue from dofetilide block), less the hit threshold, % at 10 µM. actives 0.51% (n = 310,000);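 active = activation above the mean of controls blocked by dofetilide plus 5 SD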;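 note: thallium influx through hERG after potassium depolarization seen as dye fluorescence rise; in these data hits start at about 4.7%; inactives centre near -7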
* hit, by the source's call; i = inactive; ? = inconclusive; · = no result given. Some of the compounds tested. The share of hits here may be higher or lower than overall.

Structure | TRPC4 potent | KCNK3 inh | TMEM16A act | ANO1 block | KCNQ1 inh | DYRK1A inh | KCNK9 inh | HDAC3 inh | KCNQ1 pot | TRPC4 act | hERG rescue
CCCC(=O)Nc1ccccc1N1CCN(C(=O)C(C)C)CC1 | i | i | i | i | i | -1 | i | -7 | i | i | -15
COCc1cc(S(=O)c2ccc(Cl)cc2)nc(C)n1 (centres undefined) | i | i | i | · | i | 1 | i | · | i | i | -19
CC(=O)Nc1ccc(NC(=O)CNS(=O)(=O)c2ccc(C)cc2)cc1 | i | i | i | i | i | 1 | i | 0 | i | i | -8
CCN(CC)c1ccc(NC(=O)COc2ccccc2C#N)cc1S(=O)(=O)Nc1ccccc1OC | i | i | i | i | i | -5 | i | -1 | i | i | -8
O=C(NC(=S)Nc1ncccn1)c1ccccc1Cl | i | i | i | i | i | 5 | i | ? | i | i | -9
COc1ccc([C@H]2[C@H](C(=O)C(C)(C)C)N3N=Cc4ccccc4C3[C@]23N=C(c2ccccc2)OC3=O)cc1OC (some centres undefined) | · | i | i | i | · | 3 | · | 6 | · | · | ·
CCc1cc2c(SCC(=O)N(C)C3CCS(=O)(=O)C3)ncnc2s1 (centres undefined) | 28* | i | i | i | i | 3 | i | 10 | i | i | -16
O=C(CC1C(=O)NCCN1Cc1ccc(F)cc1)NC1CCCCCCC1 (centres undefined) | i | i | i | i | i | 0 | i | 0 | i | i | -17
CC(Cc1cccs1)NC(=O)c1cccc(Cl)c1 (centres undefined) | i | i | i | i | i | 2 | i | -9 | i | i | -7
O=C(Oc1ccc(OC(=O)N2CCCCC2)cc1)c1ccccc1 | i | i | i | i | i | 1 | i | -4 | i | i | -2
COc1ccc(N2CCN(C(=O)c3cc(-c4cccs4)nc4ccccc34)CC2)cc1 | i | i | i | i | i | -6 | i | 1 | i | i | -18
O=C(COC(=O)C1(c2cccc(F)c2)CCCC1)NCc1ccc2c(c1)OCO2 | i | i | i | i | i | -6 | i | · | i | i | -9
O=C(c1nc2ccccc2s1)N1CCN(c2ccccn2)CC1 | · | i | i | i | · | -10 | · | 2 | · | · | ·
CC(C)CC(=O)NNC(=S)Nc1ccc(S(N)(=O)=O)cc1 | i | i | i | i | i | -4 | i | -3 | i | i | -4
C[n+]1ccc(C(=O)N/N=C/c2ccco2)cc1 | i | i | i | i | i | 0 | i | 9 | i | i | -5
COCCNC(=O)C(c1ccc(C)o1)N(Cc1ccc(F)cc1)C(=O)Cn1nnc2ccccc21 (centres undefined) | i | i | i | i | i | -11 | i | -2 | i | i | -7
CC(=O)NN1C(=O)/C(=C2/Sc3ccc(Cl)cc3N2C)SC1=S | i | i | i | i | i | -2 | i | 12 | i | i | -7
Cc1ccc(NCc2nnc(SCC(N)=O)o2)c(C)c1 | i | i | i | i | i | 0 | i | -7 | i | i | -14
CSCC[C@H](NS(=O)(=O)c1ccc(C)cc1)C(=O)N1CCC(C(=O)N[C@@H](C)C(=O)O)CC1 | i | i | i | i | i | 0 | i | 8 | i | i | -3
CC(=O)c1ccc(N(C(=O)c2csnn2)C(C(=O)NC2CCCC2)c2ccccc2)cc1 (centres undefined) | i | i | i | i | i | -3 | i | 1 | i | i | -7
Cc1ccc(-c2cc(-c3nnc(SCC(=O)N(C)CCC#N)n3N)c3ccccc3n2)cc1 | i | i | i | i | i | 7 | i | -11 | i | i | -8
CCN(CC)c1ccc(/C=C(/C#N)c2nc3ccccc3[nH]2)c(OC(C)C)c1 | i | i | i | i | i | 0 | i | -5 | i | i | -15
COc1cccc(C2/C(=C(/O)c3ccc4c(c3)CC(C)O4)C(=O)C(=O)N2CC2CCCO2)c1 (centres undefined) | i | i | i | i | i | -3 | i | 0 | i | i | -6
COc1ccc(Cl)cc1N(CC(=O)N1CCCCC1)S(C)(=O)=O | i | i | i | i | i | -2 | i | 3 | i | i | -7
COC(=O)c1oc2c(c1C)C1(CCC2)SCCS1 | i | i | i | i | i | 3 | i | -7 | i | i | -11
Cc1ccc(C(=O)Nc2c(C)cc(C)c3cccnc23)cc1 | i | i | i | i | i | -4 | i | 1 | i | i | -7
N#CCCn1cc(CNCc2ccccc2)c(-c2cccc([N+](=O)[O-])c2)n1 | i | i | i | i | i | -6 | i | 0 | i | i | -14
CN1CCCN(C(=O)c2ccc(Cl)cc2)CC1 | i | i | i | i | i | 3 | i | 3 | i | i | -8
N#CCCn1cc(/C=N/O)c(-c2ccc(Cl)cc2)n1 | i | i | i | i | i | 10 | i | -7 | i | i | -8
COc1ccccc1NC(=O)c1ccc(CS(=O)(=O)c2ccc(C)cc2)cc1 | i | i | i | i | i | -6 | i | 3 | i | i | -5
Cc1c(C(=O)Nc2ccc(F)cc2)oc2ccc(S(=O)(=O)N3CCCC3)cc12 | i | i | i | i | i | 1 | i | -8 | i | i | -1
Cc1ccc2cc(C(c3nnnn3Cc3ccccc3)N3CCc4ccccc43)c(=O)[nH]c2c1C (centres undefined) | i | i | i | i | i | · | i | -6 | i | i | -16
CC(C)(C)NC(=O)N1CCCN(c2ccc(C(F)(F)F)cn2)CC1 | i | i | i | i | i | · | i | 4 | i | i | -8
CCn1c(=N)n(CC(=O)C(C)(C)C)c2ccccc21 | i | i | i | i | i | · | i | -1 | i | i | -9
CC(c1ccon1)N(C)C(=O)c1ccc2nc(Cc3cccc(Cl)c3)oc2c1 (centres undefined) | i | i | i | i | i | · | i | 0 | i | i | -5
CN1CCCC(OC(=O)c2ccc(Cl)cc2)C1 (centres undefined) | i | i | i | i | i | · | i | -1 | i | i | 0
O=C(c1cc([N+](=O)[O-])ccc1Cl)N1CCN(c2ccccc2)CC1 | i | i | i | i | i | 9 | i | 1 | i | i | -4
O=C(Cn1c(=O)n(Cc2ccc3c(c2)OCO3)c(=O)c2ccccc21)N1CCCc2ccccc21 | i | i | i | i | i | 5 | i | -3 | i | i | -3
CCCC(=O)Nc1ccc(C(=O)N/N=C2\CC(=O)CC(C)(C)C2)cc1 | i | i | i | i | i | 6 | i | 6 | i | i | -9
COc1cccc(/C=C2\Oc3cc(OC(=O)N4CCOCC4)ccc3C2=O)c1 | i | i | i | i | i | · | i | -1 | i | i | -2
O=C1COc2ccc(-c3csc(NCCc4ccccc4)n3)cc2N1 | i | i | i | i | i | 6 | i | 9 | i | i | -13
Cn1cnc2c1c(=O)n(CC(O)CO)c(=O)n2C (centres undefined) | i | i | i | i | i | -3 | i | -3 | i | i | -12
COc1cc(/C=N/NC(=O)CCc2c(C)n[nH]c2C)ccc1O | i | i | i | i | i | 5 | i | -7 | i | i | -11
CN1/C(=C\C(=O)c2cccs2)Sc2ccccc21 | i | i | i | i | i | 6 | i | 4 | i | i | -6
CC(=O)Nc1ccc(/C=N/N2C(=O)NC(C)(c3ccc(OC(F)F)cc3)C2=O)cc1 (centres undefined) | i | i | -13* | 100* | i | · | i | 2 | 34* | 95* | -10
CC(/C=C/c1ccccc1)NC(N)=O (centres undefined) | i | i | i | i | i | -1 | i | 4 | i | i | 1
CCC(=O)NCCn1ccc2ccccc21 | i | i | i | i | i | 3 | i | 4 | i | i | -7
CCC(CC)C(=O)c1c[nH]c(C(=O)NCc2ccc(F)cc2)c1 | i | i | i | i | i | 2 | i | -2 | i | i | -14
C(=N\Nc1ccccn1)/c1ccc(N2CCOCC2)cc1 | i | i | i | i | i | -8 | i | -1 | i | i | -3
COc1ccc(Nc2nc3c(C)cccn3c(=O)c2C=O)cc1 | i | i | i | · | i | -2 | i | · | i | i | -2
CC(C)CCNC(=O)CN1N=C(c2ccc(Cl)cc2)CCC1=O | i | i | i | i | i | 2 | i | -1 | i | i | 3
CNc1ncnc(Sc2ccc(Cl)cc2)c1[N+](=O)[O-] | i | i | i | i | i | · | i | -3 | i | i | -5
CC(=O)OCC(OC(C)=O)C(OC(C)=O)C(OC(C)=O)C(=O)Nc1ccccc1 (centres undefined) | i | i | i | i | i | -15 | i | -5 | i | i | -9
CC1(C)CC(=O)/C(=C(\O)c2ccccc2)C(=NCCO)C1 | i | i | i | i | i | -8 | i | -1 | i | i | -17
CCCn1nc(C(=O)NNC(=O)c2cc(S(=O)(=O)NC)ccc2Br)c2ccccc2c1=O | i | i | i | i | i | -8 | i | -1 | i | i | -9
Cc1cccc(N(Cc2ccccc2)C(=O)c2ccc(S(C)(=O)=O)cc2)c1 | i | i | i | i | i | -2 | i | 6 | i | i | -10

Continuation.
Structure | TRPC4 potent | KCNK3 inh | TMEM16A act | ANO1 block | KCNQ1 inh | DYRK1A inh | KCNK9 inh | HDAC3 inh | KCNQ1 pot | TRPC4 act | hERG rescue
CCCn1c(CCc2ccccc2)nnc1SCC(=O)N1CCOCC1 | i | i | i | i | i | -3 | i | 1 | i | i | -7
O=C(NCc1ccc(F)cc1)C1CCCN1C(=O)Nc1ccc(F)cc1 (centres undefined) | i | i | i | i | i | -10 | i | -3 | i | i | 0
O=C(c1ccccc1F)N1CCN(c2ccccn2)CC1 | i | i | i | i | i | -5 | i | 1 | i | i | -9
Cc1ccc(S(=O)(=O)c2c(C)cc(C)nc2Cl)c(C)c1 | i | i | i | i | i | 2 | i | 2 | i | i | -12
CCOc1ccc2oc(C(=O)N3CCN(Cc4ccccc4)CC3)c(C)c2c1 | i | i | i | i | i | 1 | i | 7 | i | i | -7
CN(Cc1ccc(F)cc1)C(=O)c1sccc1-c1ccccc1 | i | i | i | i | i | 1 | i | -8 | i | i | -16
C=COCCNC(=S)N1CCOCCOCCN(C(=S)NCCOC=C)CCOCCOCC1 | i | i | i | i | i | -1 | i | 3 | i | i | -16
Cc1cc(C)n2c(SCC#N)nnc2n1 | i | i | i | i | i | 15 | i | -6 | i | i | -5
O=C(Cc1nc2ccccc2[nH]1)c1cccc([N+](=O)[O-])c1 | i | i | i | i | 8* | 12 | i | -4 | i | i | -16
